# High-throughput results as filed in PubChem BioAssay.
# iPSC survival up: increases survival of single human iPS cells | 360,000 tested, 0.044% active | AID 602274 | hiPSC single-cell survival, ATPlite luminescence; 100% = ROCK inhibitor wells, 0% = DMSO | survival enhancement, % at 20 µM; in the data active = survival enhancement above about 18%;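 also: cells exposed to compounds for 16 hours before the ATP read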
# Glyco luc inh: blocks N-linked glycosylation in D54 reporter cells; D54 ERlucT glycosylation luciferase reporter, 24 h; percent of 100 nM tunicamycin response; reporter increase, % at 12.5 µM; 360,000 tested, 0.23% active; AID 588692;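 active = mean luciferase reporter signal, scaled so untreated is 0 and the glycosylation-blocking control 100, at or above a set limit in every replicate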;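 also: luciferase carries N-glycosylation sites so blocking glycosylation raises the light; 0% = median of neutral control wells and 100% = median of 100 nM tunicamycin wells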
# MC4R antagonist: blocks human MC4R cAMP signaling | P32245 | MC4R-expressing cells, MTII-stimulated cAMP, LANCE TR-FRET | inhibition, % at 6.5 µM | 360,000 tested, 0.48% active | AID 540295;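 active = inhibition above its plate's cutoff, the mean of tested wells on that plate plus 3 SD, cut at about 29% in these data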;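 also: 0% = Melanotan II alone and 100% = Melanotan II plus saturating MCL0020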
#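 Material – human MC4R-expressing U2OS cells · Repeats – no replicates · Detection – TR-FRET with Eu-cAMP and labeled anti-cAMP, 671 nm · Times – compound 30 min, challenge 1 h, detection 1 h · Compound – single nominal compound dose of 6.5 µM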
# MC4R barr agon: activates human MC4R beta-arrestin recruitment. U2OS MC4R beta-arrestin complementation, luminescence; percent of melanotan II response, DMSO zero. activation, % at 8.9 µM. 360,000 tested, 0.98% active;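 active = activation above a per-plate cutoff, the mean activation of sample wells on that plate plus 3 SD, cut at about 8% in these data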
# HTR2A ag: agonists of mouse serotonin 5-HT2A receptor (HTR2A). CHO-K1 mHTR2A beta-arrestin complementation, luminescence; percent of 30 µM serotonin response. activation, % at 7.6 µM. 360,000 tested, 0.66% active;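 active = activation above a run cutoff, the mean activation of all tested compounds plus 3 SD, cut at about 14% in these data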;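 also: 0% = plate median of compound wells and 100% = 30 µM serotonin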
# ABHD5-PLIN5 inh: inhibitors of human ABHD5-perilipin-5 interaction | Split G. princeps luciferase complementation, luminescence, 4 h | inhibition, % at 4 µM | 360,000 tested, 0.78% active | AID 602281;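 active = inhibition above the mean inhibition across every tested compound plus 3 SD, cut at about 22% in these data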;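 also: 0% = DMSO only wells and the 100% control is not disclosed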
# ABCB6 inh MLPCN: inhibitors of human ABC transporter ABCB6; Q9NP58; K562-ABCB6 porphyrin accumulation, flow cytometry, 1 h; stronger effect = lower value; fluorescence ratio to DMSO, % at 10 µM; 360,000 tested, 0.19% active; AID 602162;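 active = fluorescence ratio to DMSO below 75%, the collection mean minus 3 SD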;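 also: signal is porphyrin accumulated inside mitochondria; 100% equals median channel fluorescence of DMSO control wells; lower ratio means ABCB6 inhibition with less porphyrin fluorescence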
# Target sequence (Q9NP58 whole entry, looked up): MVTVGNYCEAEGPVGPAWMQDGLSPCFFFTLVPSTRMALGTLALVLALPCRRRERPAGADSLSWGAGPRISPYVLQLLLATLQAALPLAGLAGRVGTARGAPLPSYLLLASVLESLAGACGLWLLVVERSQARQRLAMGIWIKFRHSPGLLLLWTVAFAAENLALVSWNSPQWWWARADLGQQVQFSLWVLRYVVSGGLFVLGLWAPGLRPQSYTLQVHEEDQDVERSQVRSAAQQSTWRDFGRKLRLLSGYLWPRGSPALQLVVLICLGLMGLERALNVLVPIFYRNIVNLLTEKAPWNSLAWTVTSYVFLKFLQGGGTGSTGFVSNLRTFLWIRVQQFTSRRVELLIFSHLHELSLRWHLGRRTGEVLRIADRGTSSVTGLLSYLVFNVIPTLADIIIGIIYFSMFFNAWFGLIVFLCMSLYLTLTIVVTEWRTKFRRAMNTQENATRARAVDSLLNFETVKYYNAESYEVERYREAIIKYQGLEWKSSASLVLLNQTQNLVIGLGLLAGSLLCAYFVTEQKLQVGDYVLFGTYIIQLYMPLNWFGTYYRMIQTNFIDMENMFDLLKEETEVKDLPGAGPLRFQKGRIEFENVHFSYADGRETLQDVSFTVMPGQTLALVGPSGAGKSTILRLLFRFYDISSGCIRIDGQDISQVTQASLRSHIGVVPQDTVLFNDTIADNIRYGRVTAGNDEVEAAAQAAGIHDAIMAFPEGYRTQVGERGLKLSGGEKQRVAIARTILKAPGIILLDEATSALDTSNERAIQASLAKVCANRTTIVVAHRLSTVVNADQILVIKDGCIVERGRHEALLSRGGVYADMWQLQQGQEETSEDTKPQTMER
# Granule exo inh: blocks lytic granule exocytosis | TALL-104 LAMP-1 surface exposure, flow cytometry; cells stimulated with thapsigargin and PMA | inhibition, % at 10 µM | 360,000 tested, 0.66% active | AID 651702;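 active = inhibition above about 55%, limit read from the data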
# Cardio protect: modulators protecting cardiomyocytes from myocardial damage | H9c2 cardiomyocytes, H2O2 injury protection, ATPLite, 2 h | protection from H2O2 cell death, % at 20 µM | 360,000 tested, 0.63% active;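 active = compounds giving at least 50% protection of heart cells from peroxide-induced death in the single-dose screen, raw or plate-pattern-corrected value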;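 also: 0% = DMSO wells with peroxide and 100% = DMSO wells without peroxide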
# aDG glyco up: alpha-DG glycosylation activation. activation, % at 10 µM. 360,000 tested, 0.22% active. Pro5-aDG cells, alpha-DG glycosylation AlphaScreen (IIH6); 0% Pro5, 100% B10-LARGE cell signal;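 active = activation of at least 8% versus controls, or a plate z-score of at least 8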;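 also: Pro5 are CHO cells carrying HIG-tagged alpha-DG that lacks glycosylation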
# * hit, by the source's call; nt = no result given.
# Each structure is followed by: iPSC survival up	Glyco luc inh	MC4R antagonist	MC4R barr agon	HTR2A ag	ABHD5-PLIN5 inh	ABCB6 inh MLPCN	Granule exo inh	Cardio protect	aDG glyco up
[1] CNS(=O)(=O)c1cccc(C(=O)OCC(=O)c2ccc(S(=O)(=O)N3CCCCC3)cc2)c1
 : 0.6	-1	6	-1.9	-1	-4	97	-5	0	-0.2
[2] CC(=O)Nc1cccc(NC(=O)CSc2ccc(-c3cccnc3)nn2)c1
 : -0.9	10	-4	-0.3	3	1	92	-2	3	0.0
[3] O=C(c1ccccc1)c1c[nH]c(C(=O)NCCCN2CCOCC2)c1
 : 3.4	-4	12	-0.5	-5	-1	96	2	-1	-0.3
[4] Cc1cc(-c2csc(NC(=O)c3ccc(S(=O)(=O)N(C)C)cc3)n2)c(C)n1-c1ccccc1
 : 4.3	0	-2	-0.2	0	-11	111	-5	-7	9.4*
[5] Cc1ccc(C(=O)Nc2c(-c3cccs3)nc3cc(C)ccn23)cc1
 : -0.5	-4	2	-1.7	2	-1	89	-1	-1	0.0
[6] CC(C)(C)c1ccc(C(=O)Nc2ccc(Cl)cc2)cc1
 : -2.5	0	-2	2.6	-2	-5	99	-3	-13	0.4
[7] COc1cc(C(=O)NC(CCSC)C(=O)OCC(=O)C(C)(C)C)cc(OC)c1OC (stereo not drawn)
 : -0.3	-2	-18	-2.5	0	3	93	-1	3	-0.2
[8] COC(=O)c1ccccc1NC(=O)COc1ccc2c(c1)OCO2
 : 0.3	-1	-2	-2.0	7	-1	93	3	-6	0.0
[9] CCOC(=O)c1ccc(N(CCC2CO2)S(=O)(=O)c2ccc(C)cc2)cc1 (stereo not drawn)
 : 0.3	0	-9	-0.3	0	6	98	-2	-8	0.1
[10] CC(=O)C1=C(O)C(=O)N(CO)C1c1ccccc1F (stereo not drawn)
 : 0.9	0	10	-2.0	3	10	102	2	2	0.1
[11] CCO[C@H]1OC(C(N)=O)=C[C@@H](C(C)(C)C)[C@@H]1CCCO
 : -1.4	2	9	1.8	0	-3	98	6	-4	-0.4
[12] Cc1cccc(/C(N)=N/OC(=O)Cc2cccs2)c1
 : -0.1	-1	-1	0.5	-3	-5	99	-2	-5	0.0
[13] Cc1n[nH]c(C)c1S(=O)(=O)N1CCc2ccccc21
 : -0.1	5	2	-2.2	2	3	100	-2	-7	-0.2
[14] COC(=O)C(CC(C)C)NC(=O)C(N)Cc1ccccc1 (stereo not drawn)
 : -2.4	0	4	-2.1	4	-5	98	0	11	-0.2
[15] Cc1ccc(C(=O)OC(C)C(=O)NCc2ccc3c(c2)OCO3)cc1S(=O)(=O)N1CCOCC1 (stereo not drawn)
 : -0.4	2	2	-3.6	1	2	98	-5	4	-0.1
[16] CCOC(=O)N1CCN(Cc2nc3ccc([N+](=O)[O-])cc3c(=O)n2-c2ccc(OC)cc2OC)CC1
 : -0.1	1	21	-0.8	-6	5	100	-5	-5	0.2
[17] O=C(OCC1OC(n2cnc3c(N(C(=O)c4ccccc4)C(=O)c4ccccc4)ncnc32)C(O)C1F)c1ccccc1 (stereo not drawn)
 : 0.1	5	2	0.1	12	-2	99	13	-5	-0.3
[18] COc1ccc(NC(=O)N2CCCC(C(=O)NCc3ccccc3F)C2)cc1 (stereo not drawn)
 : -0.1	-1	2	-1.0	5	-5	90	-8	0	0.0
[19] O=C(COC(=O)c1cccc(S(=O)(=O)NCc2ccccc2)c1)Nc1ccccc1OC(F)F
 : 0.3	2	4	0.6	-6	-3	85	-1	-1	0.0
[20] CC(C)CNC(=O)COC(=O)c1cc(Cl)cc(Cl)c1N
 : 0.3	1	6	0.2	0	-1	94	-3	7	-0.2
[21] O=C(CCc1nc2ccccc2c(=O)[nH]1)OCc1ccc(Cl)cc1Cl
 : -1.0	0	2	4.8	3	-1	95	0	49	-0.1
[22] Cn1c(SCC(=O)NCC2CCCO2)nnc1-c1ccc(Cl)cc1 (stereo not drawn)
 : 0.0	3	1	-1.3	-4	-9	99	2	1	-0.2
[23] CC(=O)c1cccc(NC(=O)CCc2nnc3ccc(NCc4ccc5c(c4)OCO5)nn23)c1
 : 0.4	1	17	0.6	-4	-6	97	-4	-1	0.0
[24] COc1ccc(C(C)=O)cc1COC(=O)c1cccnc1SC
 : 1.2	1	8	2.3	-3	0	104	2	16	0.1
[25] COc1ccc(S(=O)(=O)N(CC(=O)N/N=C/c2ccccc2C(=O)O)c2ccccc2OC)cc1
 : 0.1	2	1	-2.7	4	-1	97	-3	-6	-0.1
[26] Cc1ccc(NC(=O)C2CCN(S(=O)(=O)c3cccnc3)CC2)cc1C
 : 1.3	0	6	-2.1	-7	-1	99	-6	2	0.0
[27] O=S(=O)(NCCN1CCOCC1)c1ccc(F)c(Cl)c1
 : -0.2	2	0	-1.7	-3	-4	83	2	5	-0.1
[28] C=CCN1C(=O)CSC1=Nc1ccc(NC(C)=O)cc1
 : -0.4	0	1	-1.3	12	0	96	-2	1	0.0
[29] Cc1ccc(NC(NC(=O)Cc2ccccc2)C(Cl)(Cl)Cl)cc1 (stereo not drawn)
 : 0.4	3	9	1.1	-1	-2	101	-2	-10	0.8
[30] CCOC(=O)c1c(C)[nH]c(C)c1S(=O)(=O)N(C)CC(=O)Nc1ccccc1OC
 : -0.2	4	3	-0.8	9	1	99	-4	1	-0.2
[31] COC(=O)C1C(=O)NCC1c1ccc(C)cc1 (stereo not drawn)
 : -1.4	1	-5	-0.8	1	3	97	-1	-1	0.1
[32] CCOC(=O)c1c(C)c(C(=O)O)n(C)c1C
 : -2.3	1	7	-1.4	1	4	98	0	3	0.1
[33] O=C(Cn1c(O)c(/C=C2\C=Nc3ccccc32)sc1=O)N1CCOCC1
 : 2.8	0	5	-4.8	0	-4	102	6	-8	0.3
[34] O=C(Nc1ccccc1NS(=O)(=O)c1ccc(F)cc1)C1CCCC1
 : -0.2	-3	13	0.4	-5	0	101	-3	-5	0.4
[35] Cc1cccc(NC(=O)C2CC2c2ccccc2)c1C (stereo not drawn)
 : -0.4	0	-2	0.8	-2	1	93	-2	-1	0.0
[36] CC1CCN(C(=O)C(C)OC(=O)CSc2ccc([N+](=O)[O-])cc2)CC1 (stereo not drawn)
 : 0.2	2	-1	0.4	0	6	96	-7	1	0.0
[37] CCOC(=O)c1ccc(CSc2ncn[nH]2)o1
 : 0.4	-2	-2	1.9	5	2	96	11	0	1.8
[38] CC(C)C[C@H](NC(=O)c1[nH]cnc1C(=O)Nc1ccccc1F)C(=O)OC(C)(C)C
 : -1.5	-5	8	0.7	1	-2	103	8	2	0.5
[39] COc1cccc(-c2c(-c3cc(OC)cc(OC)c3)n(C)c3ccc(-c4cnc(OC)nc4)cc23)c1
 : 0.2	-1	9	0.2	1	-1	97	-8	5	-0.3
[40] CC1C(Br)C(=O)NC(=O)N1Cc1ccccc1 (stereo not drawn)
 : -0.2	2	2	2.7	6	-1	88	1	5	0.1
[41] COC(=O)[C@]12CCCCC=C1N(CCC1=CCCCC1)C(=O)[C@H](CC(=O)NCc1cccc(C(F)(F)F)c1)C2
 : 0.3	nt	nt	nt	-2	-10	99	5	nt	-0.1
[42] CC1(C)OC(=O)N(c2ccccc2)C12C=Cc1c(ccc3ccccc13)O2 (stereo not drawn)
 : 0.8	-1	3	-1.6	-5	2	94	1	-18	-0.1
[43] O=[N+]([O-])c1ccc(Cl)cc1NCCCN1CCOCC1
 : 3.6	-1	-6	-1.1	1	5	95	-6	-1	0.0
[44] CCCC(=O)Nc1ccc(NC(=O)Cc2ccccc2)cn1
 : -0.5	-1	-2	-0.5	-3	-2	89	6	0	-0.1
[45] CCOc1cccc(C(=O)Nc2cccc(-c3nnc(-c4ccccc4)o3)c2)c1
 : -2.3	-5	15	5.8	6	1	92	11	49	-0.1
[46] Cc1cc2c(OCC(O)CN3CCCC3)cccc2[nH]1 (stereo not drawn)
 : -0.2	5	18	-0.3	5	-2	105	-7	1	0.8
[47] Cc1c(C#N)c2ccccc2n1CC(=O)N1CCCC1
 : 1.4	-2	4	0.1	-1	-2	148	0	-7	2.8
[48] COc1ccc2[nH]c(C(=O)N3CCCN(Cc4ccc(F)cc4)CC3)cc2c1
 : 1.4	-3	16	2.1	-9	0	94	4	-5	0.0
[49] Cc1c(O)c(C)c2c(c1O)C(=O)C[C@@H](c1ccccc1)O2
 : 3.6	0	7	0.8	-5	-3	93	-4	-2	0.2
[50] Cn1c(CNC(=O)OC(C)(C)C)n[nH]c1=S
 : -0.1	-2	15	-2.0	-2	-1	99	5	-3	-0.1
